High-throughput results as filed in PubChem.
HTT cytoprotect = Huntington cell model cytoprotection by ATP luminescence. PC12 HTT-Q103 induced, cytoprotection, ATP luminescence, 40 h. Potency, µM (highest dose often 56.4 µM), without a hit: cytoprotection (ATP increase), usual class: activators. 0.14% of 230,000 active;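 further: % of control where 0% means no effect; nearly all actives have a fitted effect of over 45% in size; toxic huntingtin expression switched on by the ecdysone agonist tebufenozide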
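ATP quantification (ATPlite) reports survival of PC12 cells in which tebufenozide, 100 nM final, switches on Htt exon 1 with 103 glutamines linked to GFP; compounds are titrated.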
IMPase Li cell = membrane-permeable IMPase blocker, potentiated with lithium | CHO-M1 cells, IP1 TR-FRET (IP-One), carbachol + lithium | Potency, µM (top dose mostly 59.4 µM), inactives show at the top dose activity, negative = IMPase inhibition, hits mostly inhibitors | 0.35% of 210,000 active | AID 1457;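 further: IP1 builds up when IMPase is blocked and the TR-FRET signal falls; plate controls were basal vehicle for no effect and high inhibitor control for full effect; nearly all actives have a fitted effect of over 50% in size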
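Test compounds were applied to CHO-M1 cells previously cultured for 16–30 h at 2000 per well. A small lithium amount accompanied them; after 30 min at 37C, IP1 was quantified by TR-FRET.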
GAA inhib = blocks human lysosomal alpha-glucosidase. P10253. purified human GAA, 4-MU-alpha-glucoside fluorescence. Potency, µM (top dose mostly 76.9 µM), for the others: top-dose activity change, negative = inhibition, hits mostly inhibitors. 0.005% of 200,000 active;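 further: plate controls were uninhibited enzyme wells for no effect and no-enzyme background for full effect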
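Activity normalized between no-enzyme (basal) and enzyme-only wells. Conditions: 4 nM human enzyme, 400 uM fluorogenic substrate, citrate/phosphate pH 5.0 with Tween-20, 20 min room temperature, compounds up to 77 uM.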
GoLoco inh red = blocks human Gai1 binding to RGS12 GoLoco peptide, red readout; Gai1:RGS12 GoLoco peptide FP, rhodamine, 10 min; Potency, µM (series often up to 61.6 µM), without a hit: at the top dose activity, negative = inhibition, most hits filed as inhibitors; 0.44% of 230,000 active; AID 880; active means well fitted inhibition curve with a large enough effect, not every such curve was filed as active; inactive means no such curve, though single readings can be large or run the other way; further: on the % scale 0 is the no-effect control and ±100 the full control effect; nearly all actives have a fitted effect of over 30% in size; many of its hits are not listed in these tables
Target sequence (P63096 whole entry, looked up): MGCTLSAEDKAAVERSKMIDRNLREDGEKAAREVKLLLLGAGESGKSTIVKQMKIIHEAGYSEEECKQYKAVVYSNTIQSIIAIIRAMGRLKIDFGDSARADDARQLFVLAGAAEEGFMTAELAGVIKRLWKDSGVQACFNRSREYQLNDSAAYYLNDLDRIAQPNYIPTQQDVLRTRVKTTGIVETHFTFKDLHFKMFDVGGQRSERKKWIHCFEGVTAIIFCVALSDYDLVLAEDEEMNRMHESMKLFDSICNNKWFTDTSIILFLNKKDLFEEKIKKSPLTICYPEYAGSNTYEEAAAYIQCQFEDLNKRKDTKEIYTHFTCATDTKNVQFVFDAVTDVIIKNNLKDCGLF
GAA spleen mod = inhibits or activates alpha-glucosidase in human spleen homogenate; Potency, µM (doses to about 79.9 µM), for the others: at the top dose activity change, negative = inhibition, actives largely listed as inhibitors; P10253; 0.006% of 240,000 active; human spleen homogenate, 4-MU-alpha-glucoside fluorescence;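 further: 0% = enzyme with vehicle and -100% = no enzyme basal signal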
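Enzyme source: human spleen homogenate, 1 ug/well. Buffer 50 mM citric acid/K phosphate pH 5.0, 0.01% Tween-20. 4-MU-alpha-glucoside 1 mM; 37 C x 40 min; NaOH/glycine stop; fluorescence.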
GAA glycogen = alters human alpha-glucosidase cleavage of glycogen. recombinant GAA, glycogen substrate, Amplex Red glucose oxidase fluorescence. Potency, µM (series often up to 76.4 µM), without a hit: at the top dose activity change, negative = inhibition, actives largely listed as inhibitors. 0.38% of 300,000 active. AID 2100;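 further: 0% = full enzyme reaction and -100% = no-enzyme basal signal; the screen sought inhibitors and activators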
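Recombinant enzyme (4 nM final) with compounds titrated up to 77 uM and bovine liver glycogen (30 ug) in citrate pH 5.0, 0.01% Tween-20, 37 C 40 min. Released glucose detected by Amplex Red/glucose oxidase (Ex 573/Em 610); AC50 from Hill fits.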
HttQ103 aggreg = inhibitors of mutant huntingtin aggregate formation in PC12 cells. PC12 HttQ103-GFP aggregates, Acumen cytometry, 40 h. Potency, µM (doses to about 46.1 µM), inactives show at the highest dose activity change, negative = inhibition, actives largely listed as inhibitors. 1.1% of 220,000 active. AID 1688; further: on the % scale 0 is the no-effect control and ±100 the full control effect; nearly all actives have a fitted effect of over 60% in size
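Read-out: GFP aggregate count by laser scanning cytometer (488 nm excitation, 500-530 nm emission, 1–25 µm objects >6 SD above background). Cells: PC12, inducible HTTex1-Q103-GFP, 100 nM tebufenozide; compounds titrated.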
* marks the source's active call; other numbers are inactive results; ? = inconclusive; · = not tested or not shown; [ ] = dose if it differs, or a comment. Unless noted, the call rests on the fitted dose curve; in most records, active means well fitted curve in the direction sought with a large enough effect; inconclusive means small, poorly fitted or top-dose-only effect, or another doubt; inactive means no such curve, though single readings can be large; an effect the other way counts as inactive or inconclusive. Potency means the concentration at half of the fitted maximal effect. Only part of the results is shown; rates above refer to the full screens.

item	Structure	GoLoco inh red	GAA spleen mod	GAA inhib	GAA glycogen	HttQ103 aggreg	HTT cytoprotect	IMPase Li cell
1	O=C1S/C(=C\c2ccc(O)c([N+](=O)[O-])c2)C(=O)N1c1ccccc1Cl	9%	3%	5%	-3%	-5%[9.22 µM]	18%[10 µM]	18%
2	Cc1cc(C)cc(N(C(=O)c2cccs2)C2C=CS(=O)(=O)C2)c1 (configuration not stated)	-7%	-1%	-5%	-3%	5%	5%	1%
3	COC(=O)[C@@]1(Cc2ccc(OC)cc2)[C@H]2c3cc(C(=O)N(C)C)n(Cc4ccc(O)c(OC)c4)c3C[C@H]2CN1C(=O)c1ccccc1	-4%	-7%	·	·	·	-8%	7%
4	Cc1ccc(S(=O)(=O)N2CCN(C(=O)CN3CCCC3)C2)cc1	1%	-3%	-4%	3%	-13%	18%[10 µM]	0%[38.3 µM]
5	CCCSc1nc(=O)n2cc(C)ccc2n1	3%	0%	-1%	-1%	-13%	-11%[10 µM]	20%[38.3 µM]
6	Cc1cccc(C(=O)Nc2ccc(NC(=O)Cc3ccc(Cl)cc3)cc2)c1	·	1%	3%	17%	-14%	-1%[10 µM]	·
7	CCS(=O)(=O)N1N=C(c2cccc(NS(C)(=O)=O)c2)CC1c1ccc(C)cc1 (configuration not stated)	175%[activator]	-1%	0%	-8%	-16%	-18%	5%
8	O=C(c1cnn2c(C(F)(F)F)cc(-c3cccs3)nc12)N1CCN(Cc2ccccc2)CC1	8%	-10%	-7%	1%	2%	-1%[10 µM]	8%
9	O=C(NC1CCCC1)C(c1ccccc1)N(C(=O)c1ccco1)C1CCCC1 (configuration not stated)	5%	-23%	-1%	4%	14%	1%[10 µM]	6%
10	Cc1ccc2cc(CN(Cc3ccco3)C(=S)NCC3CCCO3)c(=O)[nH]c2c1C (configuration not stated)	13%	3%	4%	-8%	-9%	6%[10 µM]	1%
11	Nc1c(C(=O)Nc2ccccc2)sc2nc(-c3ccco3)ccc12	18%	-1%	-3%	1%	-2%	1%	?
12	CCCCn1c(SCC(=O)N2CCC(C)CC2)nc2ccsc2c1=O	0%	-4%	-6%	3%	?	-5%	1%[38.3 µM]
13	COC(C(=O)Nc1cccc([N+](=O)[O-])c1)c1ccccc1 (configuration not stated)	10%	-1%	9%	-9%	14%	-9%	2%
14	CC(=O)NNc1ncnc2c1cnn2-c1ccccc1	-5%	·	-3%	-9%	-2%	-18%	-4%
15	O=C(NC(=S)Nc1ccc2oc(=O)ccc2c1)c1ccccc1F	-5%	-2%	·	6%	9%[9.22 µM]	9%[10 µM]	·
16	CCn1c(-c2ccc(F)cc2)cnc1SCC(=O)N1CCCCC1C (configuration not stated)	10%	-5%	2%	5%	-6%	-9%	31%[38.3 µM]
17	O=c1[nH]n(-c2ccc(Cl)cc2)c2ncccc12	0%	-11%	4%	8%	4%	-3%	-3%[38.3 µM]
18	CCNS(=O)(=O)c1ccc(CCC(=O)Nc2ccc(C(=O)OC)cc2)cc1	0%	4%	-1%	-4%	16%	·	1%
19	Cc1ccc(SCCNC(=O)c2cccc([N+](=O)[O-])c2C)cc1	-1%	-4%	-8%	8%	7%	-35%	5%[38.3 µM]
20	Cc1ccc(S(=O)(=O)N2C3C=CC(C3)C2C(=O)O)cc1 (configuration not stated)	-10%	-3%	7%	6%	3%	-7%	-2%[38.3 µM]
21	O=C(C1=C[C@H](C2CC2)C[C@H](OCCCCO)O1)N1CCN(Cc2ccccc2)CC1	-5%	-1%	·	15%	-11%[9.22 µM]	-8%[10 µM]	-2%
22	CCOC(=O)c1ccccc1NC(=O)CSc1nc(N)cc(=O)[nH]1	8%	0%	-1%	-7%	2%[9.22 µM]	0%[10 µM]	·
23	N#Cc1cn(-c2ccccc2)nc1-c1ccco1	4%	4%	6%	7%	-20%	10%	-11%[38.3 µM]
24	CCC(=O)NCCc1cc2ccc(C)c(C)c2[nH]c1=O	-10%	0%	-1%	10%	-2%	-11%[10 µM]	-1%
25	COc1ccc2c(c1OC)C(=O)N1N=C(c3ccccc3)CC21 (configuration not stated)	-1%	-10%	7%	4%	17%	-22%[10 µM]	11%[38.3 µM]
26	Cc1ccc(C(=O)OCC(=O)NC(=O)c2cccn2C)cc1[N+](=O)[O-]	11%	5%	·	1%	-11%[9.22 µM]	-4%[10 µM]	·
27	O=C(/C=C/c1ccc2c(c1)OCO2)NCCSCc1ccc(Cl)cc1	-4%	-5%	-4%	0%	-18%	-43%[inhibitor]	15%[38.3 µM]
28	CCc1ccc(-c2csc(NC(=O)C3CCCO3)c2C(=O)OC(C)C)cc1 (configuration not stated)	0%	-3%	3%	-13%	-13%	-4%	17%[38.3 µM]
29	COc1ccc(/C=N/NC(=O)C2CCN(c3ncc(C(F)(F)F)cc3Cl)CC2)cc1	5%	-18%	-8%	0%	18%	-8%	9%[38.3 µM]
30	CC(=O)c1cccc(Nc2nc(-c3ccccc3)cs2)c1	3%	8%	-1%	-12%	4%	-75%[inhibitor]	0%
31	CN(c1ccccc1)S(=O)(=O)c1ccc(C(=O)N2CCc3ccccc3C2)cc1	11%	·	-14%	-10%	-26%	17%	0%
32	Nc1nc2c(cnn2CCc2ccccc2)c2nc(-c3ccco3)nn12	11%	0%	·	·	·	-46%[inhibitor]	?
33	O=c1c2ccccc2nc(SCc2nc3ccccc3s2)n1Cc1ccco1	3%	-4%	?	0%	-30%	8%[10 µM]	2%[38.3 µM]
34	CCN1CCN(c2cc3nc(C)n(Cc4ccccc4)c(=O)c3cc2NC(=O)c2ccccc2F)CC1	8%	-2%	10%	1%	5%[9.22 µM]	-15%[10 µM]	7%
35	Cc1ccc(O)c(Sc2cc(C)ccc2O)c1	11%	-4%	-10%	28µM*	-3%	-2%[0.074 µM]	30%[38.3 µM]
36	Cc1nc(-c2ccc(C(=O)O)cc2)cs1	2%	-12%	?	2%	?	-19%	-13%[38.3 µM]
37	C(/CCc1ccccc1)=N\n1cnnc1	-9%	-4%	1%	0%	0%	5%[10 µM]	3%
38	CC/C(C)=N/NC(=S)NCc1ccco1	4%	5%	-2%	2%	13%	·	9%
39	COC(=O)[C@@H](NC(=O)N1CCC(C)CC1)C(C)C	10%	4%	-10%	10%	-15%[9.22 µM]	-17%[10 µM]	·
40	O=C(COc1ccc([N+](=O)[O-])cc1)Nc1ccc(C(=O)NCc2cccnc2)cc1	-4%	-8%	2%	4%	3.5µM*	-152%[inhibitor]	-3%[38.3 µM]
41	COc1ccccc1N1CCN(C(=S)NC(=O)/C=C/c2ccccc2)CC1	1%	2%	·	6%	-9%[9.22 µM]	-2%[10 µM]	·
42	CC(OC(=O)c1cc2sccc2n1C)C(=O)NCc1ccco1 (configuration not stated)	0%	5%	-6%	0%	11%	-22%	5%[38.3 µM]
43	O=C(NC(=S)NCCN1CCOCC1)c1cccc(Cl)c1	14%	-4%	-3%	-8%	22%	13%	-5%[38.3 µM]
44	O=C(NC(=S)Nc1nc(-c2ccccc2)cs1)c1cccs1	-39%	-1%	-3%	5%	1%	-40%[10 µM]	-3%
45	O=c1oc2cc(O)ccc2c2c1CCCC2	-6%	?	?	4%	-7%	9%[0.074 µM]	-13%[38.3 µM]
46	CC[C@H]1OC(=O)[C@H](C)[C@@H](O[C@H]2C[C@@](C)(OC)[C@@H](O)[C@H](C)O2)[C@H](C)[C@@H](O[C@@H]2O[C@H](C)C[C@H](N(C)C)[C@H]2O)[C@](C)(O)C[C@@H](C)CN(C)[C@H](C)[C@@H](O)[C@]1(C)O	3%	2%	·	·	-5%	11%	22%
47	CCOC(=O)C(=Cc1cc(=O)c(OC)co1)C(=O)OCC	-33%	2%	0%	-1%	-6%	·	15%
48	C/C=C(\C)C(=O)N[C@@H](C)CN1C2=NC[C@H](C(C)C)N2C[C@H]1Cc1ccc(OC)cc1	-7%	-3%	·	4%	-17%[9.22 µM]	-8%[10 µM]	·
49	Cc1ccc(S(=O)(=O)N2CCN(c3nc(C)nc4sc5c(c34)CCC(C)C5)CC2)cc1 (configuration not stated)	-1%	-11%	4%	2%	0%	-3%	3%[38.3 µM]
50	O=C(CSc1nc(-c2ccco2)cc(C(F)(F)F)n1)N1CCN(c2cccc(Cl)c2)CC1	11%	-3%	6%	-3%	-16%	20%[10 µM]	27%
51	CC1(C)CSC(=NCc2ccccc2)N1C(=O)c1cccc([N+](=O)[O-])c1	12%	0%	-1%	0%	-28%	14%[10 µM]	19%
52	CC1CCCN(CCC(=O)c2ccc(Br)cc2)C1 (configuration not stated)	-1%	-1%	-10%	5%	7%	11%[10 µM]	2%
53	Cc1nc2scc(-c3ccc(Cl)cc3)c2c(=O)n1N	-4%	-4%	-3%	-5%	-32%	-78%	2%
54	CC(=O)Nc1ccc(NC(=O)CSc2nnc(C)c(=O)n2N)cc1	6%	-1%	·	4%	-11%[9.22 µM]	24%[10 µM]	·
55	C=CCOc1ccccc1C1C2=C(CC(C)(C)CC2=O)Nc2c1c(=O)n(C)c(=O)n2C (configuration not stated)	2%	-9%	12%	-23%	4%	4%[0.074 µM]	1%[38.3 µM]
56	COCCCNC(=O)CC(NS(=O)(=O)c1ccc(OC)cc1)c1ccc(OC)cc1 (configuration not stated)	7%	7%	12%	2%	-14%	21%[10 µM]	16%[38.3 µM]
57	Cc1cccc(-n2c(N)cc(=O)nc2SCC(=O)Nc2cc(C)on2)c1	-1%	2%	-7%	-4%	-1%	0%[10 µM]	-4%[38.3 µM]

At a glance, part of the list above:
item	Structure	GoLoco inh red	GAA spleen mod	GAA inhib	GAA glycogen	HttQ103 aggreg	HTT cytoprotect	IMPase Li cell
1	O=C1S/C(=C\c2ccc(O)c([N+](=O)[O-])c2)C(=O)N1c1ccccc1Cl	9%	3%	5%	-3%	-5%[9.22 µM]	18%[10 µM]	18%
2	Cc1cc(C)cc(N(C(=O)c2cccs2)C2C=CS(=O)(=O)C2)c1 (configuration not stated)	-7%	-1%	-5%	-3%	5%	5%	1%
